# Bioassay records deposited in PubChem by several laboratories.
# GalR3 antag – blocks the human galanin receptor 3; HEK293 GalR3-CNG cAMP membrane potential fluorescence; galR3 body fused to GalR1 C-terminus; inhibition, % at 3 µM; 360,000 tested, 0.44% active;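 active means inhibition above the screen-wide average plus 3 SD, cut at about 13% in these data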;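 further: forskolin and galanin both at EC90 stimulate the cells; cAMP rise reported by CNG channel membrane potential dye signal; 0% = forskolin plus galanin with DMSO and 100% = forskolin alone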
# Target sequence (O60755 1-299 limits assumed): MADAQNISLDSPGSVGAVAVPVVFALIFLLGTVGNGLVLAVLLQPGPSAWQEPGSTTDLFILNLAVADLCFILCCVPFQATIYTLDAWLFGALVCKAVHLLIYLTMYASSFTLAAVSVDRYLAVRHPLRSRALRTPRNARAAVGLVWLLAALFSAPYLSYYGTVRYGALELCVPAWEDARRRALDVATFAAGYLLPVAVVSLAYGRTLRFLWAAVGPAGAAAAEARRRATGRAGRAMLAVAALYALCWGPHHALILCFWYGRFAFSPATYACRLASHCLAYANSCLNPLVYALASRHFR
# CRFBP-R2 block – blocks CRF-induced signaling of the CRF-BP/CRF-R2 complex. HEK293 CRF-R2/CRF-BP, CRF-induced calcium fluorescence. inhibition, % at 11.8 µM. 350,000 tested, 0.59% active. AID 588475;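 active means inhibition of the ligand-induced calcium signal above about 50% at the single tested concentration, limit read from the data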
# IDE cell activ – boosts human insulin-degrading enzyme activity in HEK cells | FAbeta-B cleavage, fluorescence polarization; 0% vehicle, 100% cell-free pure enzyme wells | activation, % at 5.96 µM | 340,000 tested, 0.073% active | AID 493087;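 active means activation above the mean of all tested compounds plus 3 SD, set per screening campaign, cut at about 17% in these data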
# An asterisk follows results filed as active. Not all compounds are listed (hit frequency here may not be typical).
1	CN(C)C(=O)CCc1ccc2c3c([nH]c2c1)[C@]1(CCC2CCCC2)[C@@H](C(=O)N2CCOCC2)C[C@H](CC(=O)NCc2ccco2)C(=O)N1CC3
  GalR3 antag: -2.6 | CRFBP-R2 block: 5.2 | IDE cell activ: 2.2
2	Cc1cccc(C)c1OC(=O)c1ccccc1
  GalR3 antag: -4.5 | CRFBP-R2 block: 20.4 | IDE cell activ: 3.7
3	NC(=S)NN=C1c2ccccc2-c2cc(Br)ccc21
  GalR3 antag: -6.7 | CRFBP-R2 block: -18.6 | IDE cell activ: -0.5
4	O=C(NC1CC1)c1ccc(NC(=O)C2CCCCC2)cc1
  GalR3 antag: -5.6 | CRFBP-R2 block: 5.7 | IDE cell activ: 2.6
5	N#Cc1cccc(C(=O)OCc2cccc(S(=O)(=O)N3CCOCC3)c2)c1
  GalR3 antag: -3.7 | CRFBP-R2 block: 18.6 | IDE cell activ: 1.2
6	Cc1cc2oc(=O)cc(-c3ccccc3)c2c(C)c1-c1ccc(OC(F)(F)F)cc1
  GalR3 antag: -3.9 | CRFBP-R2 block: -10.8 | IDE cell activ: -2.1
7	O=C1c2ccccc2C(=O)N1CCC1(O)C(c2ccccc2)=Nc2ccccc21 (configuration not stated)
  GalR3 antag: -2.7 | CRFBP-R2 block: 8.2 | IDE cell activ: 1.5
8	COP(=O)(OC)c1ccc(NCc2cc(O)ccc2O)cc1
  GalR3 antag: -6.0 | CRFBP-R2 block: -3.4 | IDE cell activ: -16.9
9	O=[N+]([O-])c1ccc(NN=Cc2ccccc2)nc1
  GalR3 antag: -8.2 | CRFBP-R2 block: -19.0 | IDE cell activ: 1.4
10	CCOC(=O)C=C(OC(=O)c1ccc(OC)cc1)c1ccccc1
  GalR3 antag: -2.9 | CRFBP-R2 block: -0.7 | IDE cell activ: 3.0

# An excerpt from above in order of their number in IDE cell activ, high to low.
no.	SMILES	IDE cell activ
10	CCOC(=O)C=C(OC(=O)c1ccc(OC)cc1)c1ccccc1	3.0
7	O=C1c2ccccc2C(=O)N1CCC1(O)C(c2ccccc2)=Nc2ccccc21 (configuration not stated)	1.5
8	COP(=O)(OC)c1ccc(NCc2cc(O)ccc2O)cc1	-16.9

# Later entries:
11	C=CCNc1nc(C(=O)OCC(=O)Nc2cccc(SC)c2)cs1
  GalR3 antag: -0.4 | CRFBP-R2 block: 0.5 | IDE cell activ: -3.2
12	CCCN=C1N(C)C[C@@H]2[C@@H]3C(=O)N(Cc4ccccc4)C(=O)[C@@H]3[C@](CC)(C(=O)OC)N12
  GalR3 antag: -6.0 | CRFBP-R2 block: -13.9 | IDE cell activ: 5.2
13	COc1ccc(C(C)(C)C)cc1NC(=O)CSc1ncn[nH]1
  GalR3 antag: -4.9 | CRFBP-R2 block: -5.1 | IDE cell activ: 4.6
14	COc1ccc(C(=O)NCc2ccccc2CN2CCCC2)cc1S(=O)(=O)N1CCOCC1
  GalR3 antag: 3.2 | CRFBP-R2 block: 1.0 | IDE cell activ: 4.0
15	O=C1NC[C@H](Cc2ccccc2)N(CC2CCN(CCCCc3ccccc3)CC2)C1=O
  GalR3 antag: -6.5 | CRFBP-R2 block: -13.5 | IDE cell activ: 0.1
16	COc1ccc(CNS(=O)(=O)CCNCc2ccccc2OC)cc1
  GalR3 antag: -5.9 | CRFBP-R2 block: 3.8 | IDE cell activ: 3.6
17	C[C@@H](C(=O)Nc1cc(C(F)(F)F)ccc1N1CCOCC1)N1C(=O)C2CC=CCC2C1=O (some centres not stated)
  GalR3 antag: -6.5 | CRFBP-R2 block: -9.4 | IDE cell activ: 3.8
18	O=C1c2ccccc2C(=O)N1CCCn1c2ccc(Cl)cc2c2nc3ccccc3nc21
  GalR3 antag: -4.6 | CRFBP-R2 block: 8.3 | IDE cell activ: 9.6
19	CCOc1ccccc1NC(=O)COC(=O)c1ccc(S(=O)(=O)N2CCCC2)cc1
  GalR3 antag: 2.7 | CRFBP-R2 block: 2.7 | IDE cell activ: 4.8
20	CCOC(=O)c1ccccc1NC(=O)CSc1nc2c(sc(=S)n2CC)c(=O)[nH]1
  GalR3 antag: -9.9 | CRFBP-R2 block: 13.3 | IDE cell activ: 3.9
21	CC(=O)c1cccc(NC(=O)C(C)OC(=O)/C=C/c2cccs2)c1 (configuration not stated)
  GalR3 antag: -1.5 | CRFBP-R2 block: -11.1 | IDE cell activ: -0.4
22	CC1CCCCC12NC(=O)N(CC(=O)Nc1ccc(N3CCCCC3)cc1)C2=O (configuration not stated)
  GalR3 antag: -4.1 | CRFBP-R2 block: 4.4 | IDE cell activ: -0.4

# Three entries from above, arranged by length of the SMILES, falling:
18	O=C1c2ccccc2C(=O)N1CCCn1c2ccc(Cl)cc2c2nc3ccccc3nc21
  GalR3 antag: -4.6 | CRFBP-R2 block: 8.3 | IDE cell activ: 9.6
19	CCOc1ccccc1NC(=O)COC(=O)c1ccc(S(=O)(=O)N2CCCC2)cc1
  GalR3 antag: 2.7 | CRFBP-R2 block: 2.7 | IDE cell activ: 4.8
21	CC(=O)c1cccc(NC(=O)C(C)OC(=O)/C=C/c2cccs2)c1 (configuration not stated)
  GalR3 antag: -1.5 | CRFBP-R2 block: -11.1 | IDE cell activ: -0.4

# Single records, as listed above.
# O=[N+]([O-])c1ccc(NN=Cc2ccccc2)nc1 is listed with GalR3 antag = -8.2; CRFBP-R2 block = -19.0; IDE cell activ = 1.4
# COP(=O)(OC)c1ccc(NCc2cc(O)ccc2O)cc1 is listed with GalR3 antag = -6.0; CRFBP-R2 block = -3.4; IDE cell activ = -16.9
